# RGS4 pot: potentiators or activators of RGS4 | HEK293 M3R/inducible RGS4, carbachol calcium flux Fluo4; stronger effect = lower value | B-score at 10 µM | 310,000 compounds, 0.92% hits | AID 463111;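 active = B-score of the integrated calcium signal more than 4 SD below the library mean, with starting fluorescence not abnormally high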;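 note: negative B-score means reduced calcium response which marks RGS4 activation or potentiation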
#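 Test system: HEK293 cells with stable M3R and inducible RGS4; also added: carbachol at ECmax as muscarinic agonist stimulus; schedule: dye loading 30 min 37 °C, buffer rest 30 min RT; technique: kinetic calcium fluorescence imaging with Fluo4-AM dye, 2 µM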
# KCNQ1 block: blocks the human KCNQ1 potassium channel. B-score at 10 µM. AID 2642. 310,000 compounds, 1.3% hits. CHO-K1 KCNQ1, FluxOR thallium flux fluorescence; stronger effect = higher value. P51787;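 active = compounds whose thallium flux B-score, printed positive for inhibition, exceeds three library SD while starting fluorescence stays within three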;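 note: channel opened by potassium depolarization with thallium stimulus after 20 min compound exposure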
# HDAC3 inh: blocks human histone deacetylase 3; inhibition, % at 8.3 µM; AID 2718; recombinant HDAC3, fluorogenic peptide/trypsin coupled, fluorescence; O15379; 320,000 compounds, 0.15% hits; in the data active = inhibition above about 26%, passing the limit was not always enough; inconclusive = no clear call, values can overlap the other calls
# PolyA inhibitor: inhibitors of polyadenylation in S. cerevisiae | S. cerevisiae SKY197-pL101 polyadenylation reporter, beta-gal luminescence; efflux-impaired pdr1/pdr3 knockout yeast; score 100 = 6 SD above DMSO | calls only at 12 µM | 300,000 compounds, 0.02% hits | AID 1875;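 active = lowest replicate activity score at least 50, where 100 means six control SD above control mean; inconclusive = lowest score under 50 but half or more replicates reach 50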;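 note: yeast exposed to compound for 9 h at 30 °C; higher score means more reporter readthrough which indicates perturbed polyadenylation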
# hERG protect: shields human hERG channel from block by proarrhythmic agents; Q12809; CHO-hERG, FluxOR thallium flux, dofetilide IC70 present; activation (rescue from dofetilide block), less the hit threshold, % at 10 µM; 310,000 compounds, 0.51% hits; AID 1511;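 active = activation above the mean of controls blocked by dofetilide plus 5 SD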;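 note: thallium influx through hERG after potassium depolarization seen as dye fluorescence rise; in these data hits start at about 4.7%; inactives centre near -7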
# GSK3 alpha inh: human GSK-3 alpha kinase inhibition; P49840; ADP-Glo luminescence, 60 min; inhibition, % at 10 µM; 320,000 compounds, 0.1% hits;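 in the data active = inhibition above about 50%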;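 note: GST-tagged GSK-3 alpha with peptide substrate and 25 µM ATP; 0% = DMSO neutral wells and 100% = GW8510 positive control wells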
# Target sequence (P49840 whole entry, looked up): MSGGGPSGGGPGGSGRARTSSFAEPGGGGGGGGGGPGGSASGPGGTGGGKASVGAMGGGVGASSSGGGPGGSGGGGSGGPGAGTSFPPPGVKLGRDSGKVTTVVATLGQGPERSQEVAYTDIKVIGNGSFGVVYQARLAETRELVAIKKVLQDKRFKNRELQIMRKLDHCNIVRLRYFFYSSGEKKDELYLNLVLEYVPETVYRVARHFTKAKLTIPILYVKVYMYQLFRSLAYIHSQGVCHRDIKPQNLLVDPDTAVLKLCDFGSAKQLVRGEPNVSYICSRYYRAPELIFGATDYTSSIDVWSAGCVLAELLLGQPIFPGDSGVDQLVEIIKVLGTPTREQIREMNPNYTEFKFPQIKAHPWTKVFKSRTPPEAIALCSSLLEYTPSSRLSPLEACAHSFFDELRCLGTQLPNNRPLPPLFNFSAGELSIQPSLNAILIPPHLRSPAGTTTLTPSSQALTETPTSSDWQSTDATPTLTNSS
# KCNK3 inh: human KCNK3 channel inhibition, primary screen; CHO-KCNK3 thallium flux, FluxOR fluorescence; stronger effect = lower value; B-score at 10 µM; O14649; 340,000 compounds, 0.84% hits; AID 602410;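 active = B-score under library mean minus 4 SD, starting fluorescence ratio at most library mean plus 5 SD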;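 note: more negative B-score means stronger inhibition of thallium flux through KCNK3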
# GSK3B inh: human GSK3beta kinase inhibition | AID 2097 | P49841 | 300,000 compounds, 0.038% hits | activity score (negative = inhibition), % at 10 µM | GST-GSK3beta kinase, ADP-Glo luminescence, 60 min; stronger effect = lower value;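 active = more than half of replicate wells score below -50%, meaning over 50% inhibition versus plate controls; inconclusive = some replicates but at most half score below -50%; inactive = no replicate scores below -50%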;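 note: 0% = median DMSO wells and -100% = median GW8510 positive control wells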
#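 test system = GST-tagged human GSK3beta kinase, cell-free | reagent = 25 µM ATP with peptide substrate | dosing = one dose of 10 µM per compound | schedule = 60 min reaction, RT | detection = luminescent ADP-Glo measurement of ADP formed | control set = DMSO neutral wells and GW8510 at 20 µM as positive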
# KCNK9 block: blocks the human KCNK9 two-pore domain potassium channel. Q9NPC2. HEK293 KCNK9, FluxOR thallium flux fluorescence; stronger effect = lower value. B-score at 10 µM. 310,000 compounds, 1.2% hits;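 active = ratio B-score over 3 SD below the library mean, with starting fluorescence within 5 SD of its mean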;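 note: negative B-score means less thallium flux so channel inhibition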
# Target sequence (Q9NPC2 whole entry, looked up, the tested form may be a part): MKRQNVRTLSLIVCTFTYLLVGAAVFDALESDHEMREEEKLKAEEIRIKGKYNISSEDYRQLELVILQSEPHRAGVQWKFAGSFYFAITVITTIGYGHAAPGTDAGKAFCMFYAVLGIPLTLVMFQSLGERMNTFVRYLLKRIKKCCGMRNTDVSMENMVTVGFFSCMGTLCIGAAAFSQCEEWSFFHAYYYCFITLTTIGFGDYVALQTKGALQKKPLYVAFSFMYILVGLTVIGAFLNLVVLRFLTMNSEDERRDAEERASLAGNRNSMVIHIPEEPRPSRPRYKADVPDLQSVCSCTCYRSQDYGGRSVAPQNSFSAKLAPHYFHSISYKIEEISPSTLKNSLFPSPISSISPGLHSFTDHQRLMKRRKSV
# Dyrk1A ADPGlo: inhibitors of rat Dyrk1A kinase | AID 504441 | 310,000 compounds, 0.43% hits | inhibition, % at 12.5 µM | Q63470 | ADP-Glo luminescence, NFATc1 peptide; in the data active = inhibition above about 50%;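 note: plate controls were vehicle with enzyme for no effect and no enzyme for full effect; many of its hits are not listed in these tables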
# KCNQ1 act: potentiates or activates the human KCNQ1 potassium channel. B-score at 10 µM. CHO-K1 KCNQ1, thallium flux FluxOR fluorescence; stronger effect = higher value. 310,000 compounds, 0.35% hits. P51787. AID 2648;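 active = fluorescence ratio B-score, a plate-corrected score, at least three library SD, with initial intensity B-score within 5 SD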
#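 Medium – assay buffer, equal DMSO in all wells · Material – CHO-K1 cell line with stable KCNQ1 potassium channel expression · Signal – kinetic FluxOR thallium fluorescence, 10-s 1-Hz baseline, 110-s post-stimulus read · Compound – single concentration per compound, DMSO matched to controls · Schedule – 37 °C overnight plating, 90-min dark dye load, 20-min compound pretreatment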
# * marks the source's active call; other numbers are inactive results; i = inactive; ? = inconclusive; · = not tested or not shown. A portion of the library; rates above refer to the full screens.
SMILES,RGS4 pot,KCNQ1 block,HDAC3 inh,PolyA inhibitor,hERG protect,GSK3 alpha inh,KCNK3 inh,GSK3B inh,KCNK9 block,Dyrk1A ADPGlo,KCNQ1 act
Cc1cc(C)c(C)c(S(=O)(=O)N2CCN(C(=O)c3cc(=O)[nH]c4ccccc34)CC2)c1C,i,i,3.2,i,-24.1,-3.2,i,-3.1,i,0.7,i
COc1ccc(OCCc2nnc(N)s2)cc1,i,i,6.1,i,-6.8,0.5,i,-2.2,i,-4.8,i
COc1ccc(OCCN(C)Cc2c(O)ccc3ccccc23)cc1,i,i,-0.9,i,-9.7,-1.0,i,-0.4,i,-1.2,i
O=C(O)c1ccccc1SCc1ccc2c(c1)OCO2,i,i,-6.0,i,-7.4,-1.7,i,3.6,i,2.8,i
CC(=O)N1C(=O)NC(c2ccccc2)=C([N+](=O)[O-])C1c1ccccc1 (stereo unspecified),i,i,1.4,i,-5.4,-0.2,i,2.2,i,-2.8,i
O=C(NCc1ccccc1)c1cnc(-c2ccccn2)nc1C(F)(F)F,i,i,11.6,i,-5.3,-0.6,i,-4.3,i,-3.7,i
COc1ccc(OC)c(CCNC(=O)CCn2nc(C)c3c(C)n(-c4ccccc4)nc3c2=O)c1,i,i,-0.2,i,-11.3,-3.2,i,2.9,i,6.9,i
CN1/C(=C\P(=O)(N(C)C)N(C)C)C(C)(C)c2ccccc21,i,i,0.1,i,-18.5,-1.1,i,-0.9,i,-5.0,i
O=C(N/C(=C/c1ccc(F)cc1)C(=O)N1CCOCC1)c1ccccc1,i,i,·,i,-1.7,·,i,1.8,i,-1.0,i
CCC(=O)Nc1nc2c(s1)COc1ccccc1-2,i,i,6.6,i,-8.1,0.3,i,-2.3,i,6.2,i
COc1ccc(NC(=O)CN(C)S(=O)(=O)c2ccc3c(c2)CCCN3C(C)=O)cc1,i,i,-2.3,i,-9.7,0.2,i,0.9,i,4.0,i
O=C(Oc1ccc(C(=S)N2CCOCC2)cc1)c1cccc(Cl)c1,i,i,-9.8,i,-11.0,-0.4,i,0.0,i,-1.2,i
CC(=O)N1c2ccc(S(=O)(=O)NCC3CCC(C(=O)NC4CCCCC4)CC3)cc2CC1C (stereo unspecified),i,i,-2.8,i,-4.5,-0.9,i,-3.7,i,·,i
CN(C)c1ccc(C(=O)N/N=C/c2cc(Br)cc(Br)c2O)cc1,i,i,-1.7,i,-14.6,0.2,i,1.4,i,·,i
COCc1cc(Sc2ccc(Cl)cc2)nc(-c2ccccc2)n1,i,6*,1.6,i,-12.1,-2.0,i,-0.1,i,-7.1,i
COc1ccc(N2C(=O)C3CCCN3C2c2ccc(C)o2)cc1Cl (stereo unspecified),i,i,8.2,i,-9.0,1.0,i,-3.8,i,-3.1,i
CCCn1nnnc1SCC(=O)c1ccc(NC(C)=O)cc1,i,i,-2.4,i,-12.6,0.3,i,-2.7,i,-3.7,i
c1ccc(Nc2ccc(-n3ccnc3)nn2)cc1,i,i,-4.5,i,-8.8,-2.4,i,-2.5,i,9.0,i
O=C1NC(NS(=O)(=O)c2ccc(Cl)cc2)(C(F)(F)F)C(=O)N1CCc1ccccc1 (stereo unspecified),i,i,·,i,-5.8,-3.8,·,2.4,i,·,i
COCCNC(=O)C1Cc2cc(S(=O)(=O)N3CCCC3)ccc2N1C(C)=O (stereo unspecified),i,i,-6.2,i,-8.7,-2.1,i,-2.0,i,4.4,i
Cc1ccccc1-n1ncc2c1CC(C)(C)CC2NC(=O)CCC1=NNC(=O)CC1 (stereo unspecified),i,i,-3.5,i,-6.8,-1.6,i,1.5,i,-1.2,i
CN(C)CCCNCCCCNC(=O)/C=N/O,i,i,-0.9,i,-5.4,-0.5,i,-5.6,i,-6.2,i
CC(C)CNC(=O)CN(c1ccccc1)S(=O)(=O)c1ccccc1[N+](=O)[O-],i,i,-2.3,i,-9.0,0.1,i,-0.1,i,-5.6,i
CCOC(=O)Cc1csc(NC(=O)Nc2ccc(OC(F)(F)F)cc2)n1,i,i,11.1,i,-4.0,-0.8,i,-0.2,i,0.2,i
CCCn1c2ccccc2c2nnc(SC(CC)C(=O)Nc3cc(C)on3)nc21 (stereo unspecified),i,i,-1.2,i,-6.6,-2.1,i,-2.4,i,-5.9,i
# (next part)
SMILES,RGS4 pot,KCNQ1 block,HDAC3 inh,PolyA inhibitor,hERG protect,GSK3 alpha inh,KCNK3 inh,GSK3B inh,KCNK9 block,Dyrk1A ADPGlo,KCNQ1 act
Cc1nn(Cc2ccc(Cl)cc2)c(C)c1NC(=O)CCCn1nc(C)c([N+](=O)[O-])c1C,i,i,·,i,-4.2,·,i,1.3,i,0.8,i
Cc1ccc(C)c(S(=O)(=O)N2CC(=O)Nc3ccccc32)c1,i,i,·,·,-11.7,-1.5,i,-2.1,i,-0.7,i
COc1ccc(NC(=O)CN2CCN(c3ccccc3C)CC2)cc1,i,i,-3.6,i,-4.3,-3.1,i,1.0,i,5.4,i
Cc1cc(C)c(S(=O)(=O)N2CCOC2CNC(=O)C(=O)NCCCn2ccnc2)c(C)c1 (stereo unspecified),i,i,3.2,i,-11.9,2.2,i,3.6,i,-2.2,i
O=C(CN1CCN(c2ccccc2)CC1)Nc1c(C(=O)C2CC2)oc2ccccc12,i,i,-1.1,i,-5.1,-2.5,i,-0.4,-10.5*,-2.0,i
Cc1c(Nc2ncnc3c2cnn3-c2ccccc2)c(=O)n(-c2ccccc2)n1C,i,i,4.3,i,-14.2,4.6,i,1.9,i,-9.0,i
CCOc1nc(-c2ccc(OC)cc2)ccc1-c1noc(C)n1,i,i,?,i,1.7,-0.4,i,0.1,i,-27.5,i
COC(=O)c1ccc(C2=NOC(C)(c3sc(-c4ccccc4)nc3C)C2)cc1 (stereo unspecified),i,i,-0.9,i,-6.2,-2.3,i,1.2,i,-4.9,i
Cc1onc(-c2ccc(Cl)cc2)c1-c1ccnc(SCC(=O)Nc2ccc(C(C)C)cc2)n1,i,i,4.9,i,-4.6,-3.1,-11.4*,-4.1,-9.6*,3.4,i
CC(C)C(=O)N(Nc1nc2ccccc2s1)C(=O)C(C)C,i,i,-0.5,i,-3.2,0.6,i,1.8,i,-1.5,i
CC(C)CN1CCCC(N2CCN(c3cccc(Cl)c3)CC2)C1 (stereo unspecified),i,i,-4.2,i,-0.7,4.4,i,4.2,i,-4.8,i
O=C(O)C1C2C=CC(O2)C1C(=O)Nc1ccc2c(c1)OCCO2 (stereo unspecified),i,i,-3.3,i,-3.3,-6.1,·,0.2,i,·,i
CC(=O)NC(Cc1cc(C)ccc1C)C(=O)N1CCN(C(=O)c2ccccc2Br)CC1 (stereo unspecified),i,i,5.4,i,-4.7,-4.5,i,2.5,i,·,i
CCCOc1ccc(Cl)cc1/C=C1/C(=O)ON=C1C,i,i,2.8,i,-3.8,-3.4,i,1.6,i,-1.2,i
Cc1ccc(S(=O)(=O)CCC(=O)Nc2nc3c(s2)CCCC3)cc1,i,i,2.6,i,-4.5,-0.3,i,5.0,i,2.3,i
Cc1ccc(CNC(=O)c2nnn(CC(=O)Nc3cccc(C)c3C)c2N)cc1,i,i,-0.1,i,-9.2,-2.4,i,-2.6,i,0.2,i
CCN(CC)CC(C)(C)COC(=O)c1oc2ccccc2c1C,i,i,-7.6,i,-16.4,-1.2,i,0.9,i,0.1,i
COc1ccc(NC(=O)c2cc(S(=O)(=O)N3CCCC3)cn2C)cc1Cl,i,i,-6.8,i,-6.9,-1.6,i,-1.1,i,-2.0,i
COc1cccc(C(=O)N(Cc2ccccc2)Cc2cc3cc4c(cc3[nH]c2=O)OCCO4)c1,i,i,3.5,i,-12.1,-0.3,i,4.2,i,-2.8,i
O=C(Nc1nnc(-c2cccnc2)o1)c1cccc(Cl)c1,i,i,-3.6,i,3.2,-2.0,i,3.3,i,-3.3,i
CC1Cc2ccccc2N1C(=O)CSc1nc2ccccc2o1 (stereo unspecified),i,i,5.1,i,-15.0,0.4,i,1.0,i,4.3,i
O=C(NC(=S)Nn1cnnc1)c1ccccc1,i,i,-2.8,i,-2.1,-0.7,i,0.5,i,1.9,i
Cc1nc2sc3c(c2c(=O)o1)CC(C)(C)OC3,i,i,5.4,i,-6.2,-0.2,i,-4.1,i,-2.0,i
C=CCNC(=S)NNC(=O)c1ccc(C)c(Cl)c1,i,i,-1.1,i,-11.4,7.1,i,-2.4,i,-15.6,i
O=C(c1ccc(=O)[nH]c1)N(Cc1cccs1)C1(C(=O)NC2CCCC2)CCCCC1,i,i,0.7,i,-11.3,-0.3,i,1.7,i,0.4,i
# Next section
SMILES,RGS4 pot,KCNQ1 block,HDAC3 inh,PolyA inhibitor,hERG protect,GSK3 alpha inh,KCNK3 inh,GSK3B inh,KCNK9 block,Dyrk1A ADPGlo,KCNQ1 act
CC1(C)Oc2cc(N)c([N+](=O)[O-])cc2O1,i,i,7.4,i,-1.4,-2.3,i,3.7,i,2.1,i
CC(C)S(=O)(=O)c1ccc(C(=O)Nc2ccc(F)cc2F)cn1,i,i,-5.7,i,-9.2,-3.2,i,-0.1,i,-6.3,i
Cc1cc(C)c2nc(-c3ccccn3)cc(C(=O)n3cccn3)c2c1,i,i,-10.9,i,-3.5,-6.8,i,-1.0,i,·,i
Nc1nc2ccc(C(=O)NC3CCCCC3)cc2s1,i,i,-2.6,i,-5.9,-0.8,i,2.0,i,9.2,i
COc1ccc(/C=C(\NC(=O)c2ccco2)C(=O)N2CCOCC2)cc1,i,i,8.7,i,-3.0,-2.1,i,-1.4,i,-0.6,i
O=C(C1CCCN(S(=O)(=O)c2cnc[nH]2)C1)N1CCN(Cc2ccccc2)CC1 (stereo unspecified),i,i,1.5,i,-2.6,-0.5,i,-0.3,i,-14.0,i
CCN(CC)S(=O)(=O)c1ccc(N/N=C(\C)c2cccnc2)nc1,i,i,2.7,i,-0.6,-1.4,i,1.2,i,-3.3,i
COc1ccc(S(=O)(=O)N2CCCOC2CNC(=O)C(=O)NCc2ccccc2F)cc1C (stereo unspecified),i,i,-10.5,i,-9.2,-0.7,i,-1.6,i,-3.0,i
O=S(=O)(Nc1n[nH]c(C(F)(F)F)n1)c1ccccc1,i,i,·,i,-6.7,-3.5,i,-2.6,i,-5.6,i

# From PubChem
